Hck-Nef inh: human Hck-Nef kinase inhibition. inhibition, % at 20 µM. AID 463187. Recombinant Hck-YEEI plus Nef, Z-Lyte FRET kinase assay. 220,000 compounds, 0.68% hits. P08631;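 active = Hck-Nef kinase inhibition above about 50%, limit read from the data; inactive = inhibition below that limit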;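 also: 0% = DMSO with Hck plus Nef and 100% = Hck alone without Nef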
Target sequence (P08631 whole entry, looked up): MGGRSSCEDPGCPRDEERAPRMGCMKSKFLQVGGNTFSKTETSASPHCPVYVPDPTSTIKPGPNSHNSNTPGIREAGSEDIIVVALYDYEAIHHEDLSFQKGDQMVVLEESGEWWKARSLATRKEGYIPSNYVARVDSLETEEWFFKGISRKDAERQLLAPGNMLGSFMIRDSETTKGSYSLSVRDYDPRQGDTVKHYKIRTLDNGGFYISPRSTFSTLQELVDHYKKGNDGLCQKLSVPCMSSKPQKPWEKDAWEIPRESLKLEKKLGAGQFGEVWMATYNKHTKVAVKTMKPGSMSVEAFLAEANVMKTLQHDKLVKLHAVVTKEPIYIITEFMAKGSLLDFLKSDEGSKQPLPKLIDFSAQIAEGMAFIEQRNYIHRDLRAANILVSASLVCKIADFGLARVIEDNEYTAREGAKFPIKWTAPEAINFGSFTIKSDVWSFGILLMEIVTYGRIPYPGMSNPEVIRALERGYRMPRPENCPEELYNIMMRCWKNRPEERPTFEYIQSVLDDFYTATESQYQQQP
Rad51 HR inh: Rad51 (human) homologous recombination inhibition; 200,000 compounds, 0.085% hits; inhibition, % at 10 µM; hRad51 DNA strand exchange, fluorescence dequenching; Q06609; AID 1385;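 active = inhibition above 40% at the single screening dose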;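 also: 0% = DMSO control wells and 100% = blanks with heterologous ssDNA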
Target sequence (Q06609 whole entry, looked up): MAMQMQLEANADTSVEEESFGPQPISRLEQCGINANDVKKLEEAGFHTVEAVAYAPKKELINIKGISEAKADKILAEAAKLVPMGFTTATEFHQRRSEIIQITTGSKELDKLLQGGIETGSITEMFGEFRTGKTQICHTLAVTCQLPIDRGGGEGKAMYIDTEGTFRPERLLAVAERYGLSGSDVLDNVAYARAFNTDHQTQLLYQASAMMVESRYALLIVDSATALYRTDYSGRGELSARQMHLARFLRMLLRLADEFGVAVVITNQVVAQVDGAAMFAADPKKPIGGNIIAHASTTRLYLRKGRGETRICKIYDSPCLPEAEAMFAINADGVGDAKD
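Assay system: Human Rad51 nucleoprotein filaments preassembled on unlabelled ssDNA | Reagent: Donor/quencher-labelled 47-bp dsDNA substrate | Doses: One concentration, 10 µM final | Times: 37 °C 15-min filament assembly, 30-min compound preincubation, 15-min exchange | Technique: Fluorescein emission 520 nm, excitation 485 nm | Benchmarks: Plate control and blank wells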
TNF necrop inh: inhibitors of TNF-alpha induced necroptosis in Jurkat FADD-/- cells | Jurkat FADD-/- TNF necroptosis rescue, ATP luminescence, 24 h; 0 = TNF only, 100 = no-TNF cells | activation (protection from cell death), % at 10 µM | 220,000 compounds, 0.068% hits | AID 463075;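 active = activation, meaning protection from cell death, of at least 50% relative to plate controls; inactive = activation below 50%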;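 also: necroptosis triggered by 40 ng/mL TNF-alpha added together with compound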
Cl transport mod: modulates chloride dependent transport by human KCC2; 190,000 compounds, 2.2% hits; KCC2 cells, thallium flux FluoZin-2 fluorescence; Q9H2X9; B-score of Tl+ flux slope (higher = more flux/activation; lower = inhibition) at 10 µM;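 active = thallium flux slope and its plate-corrected score both differing from the plate sample mean at a set confidence after two filtering rounds, in either direction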;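 also: slope of fluorescence scaled to starting intensity during 10 to 20 s after thallium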
KLK5 inh: kallikrein 5 (human) inhibition; AID 873; Q9Y337; recombinant hK5, fluorogenic AMC substrate cleavage; 210,000 compounds, 0.59% hits; inhibition, % at 5 µM;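 active = inhibition of 40% or more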;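 also: 0% = enzyme controls without compound and 100% = no-enzyme blanks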
Target sequence (Q9Y337 67-293 limits assumed): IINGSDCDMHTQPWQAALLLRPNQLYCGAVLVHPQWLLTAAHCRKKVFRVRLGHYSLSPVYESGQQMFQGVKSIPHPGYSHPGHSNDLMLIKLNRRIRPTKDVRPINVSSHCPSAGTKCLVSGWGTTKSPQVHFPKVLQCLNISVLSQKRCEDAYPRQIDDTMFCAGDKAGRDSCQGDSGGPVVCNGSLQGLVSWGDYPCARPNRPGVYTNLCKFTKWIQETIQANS
FXIIa inh: factor XIIa (human) inhibition; P00748; inhibition, % at 5 µM; AID 800; purified FXIIa, Boc-QGR-AMC fluorogenic substrate, 2 h; 220,000 compounds, 0.3% hits; in the data active = inhibition above about 40%;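 also: 0% = enzyme with no compound and 100% = blank without enzyme; many of its hits are not listed in these tables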
FXIa inh 1536: blocks human coagulation factor XIa protease activity; P03951; purified FXIa, Boc-Glu-Ala-Arg-AMC fluorogenic substrate; inhibition, % at 5 µM; 220,000 compounds, 0.14% hits;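 active = inhibition of at least 40%; inactive = inhibition below 40%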;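 also: fluorescence of freed AMC excited at 355 nm; 0% = enzyme without compound and 100% = no enzyme blank; many of its hits are not listed in these tables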
Thrombin inh: inhibitors of human thrombin | inhibition, % at 5 µM | alpha-thrombin, Boc-VPR-AMC fluorogenic substrate cleavage | 220,000 compounds, 0.26% hits;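 active = inhibition at or above 40%; inactive = inhibition below 40%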;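 also: 0% = enzyme with no compound and 100% = wells without enzyme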
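Material: human alpha-thrombin protein. Incubation: reaction at ambient temperature. Technique: fluorescence of released AMC, ex 355 nm, em 460 nm. Control set: no-compound enzyme wells and no-enzyme blanks. Also added: Boc-VPR-AMC substrate, 15 µM final. Buffer or medium: pH 7.5 Tris (50 mM) with NaCl 150 mM, Tween 20 0.05%.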
zVAD death inh: L929 zVAD cell death inhibition | L929 zVAD necroptosis rescue, ATP luminescence, 24 h; with zVAD 60 µM | viability rescue, % at 10 µM | 220,000 compounds, 0.38% hits;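 active = activation, scaled between plate controls, above about 75%, limit read from the data; inactive = activation under that limit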;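 also: 0% = zVAD with DMSO and 100% = DMSO alone without zVAD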
Starred values were filed as active, the others as inactive. Not all compounds are listed; count on the stated rates, not on these rows.

Results for C=CCN(C(=O)c1cccc(N2C(=O)C3CC=CC(C)C3C2=O)c1)c1ccccc1 (stereo not drawn) ?
Hck-Nef inh: 12; Rad51 HR inh: 0; TNF necrop inh: 0.7; Cl transport mod: -1.2; KLK5 inh: 0; FXIIa inh: 6; FXIa inh 1536: 1; Thrombin inh: -2; zVAD death inh: -0.7

What do the screens show for `CC(C)Cc1ccc(-c2cc(=O)[nH][nH]2)cc1`?
Hck-Nef inh: 5; Rad51 HR inh: 4; TNF necrop inh: -2.1; Cl transport mod: 0.21; KLK5 inh: -14; FXIIa inh: 10; FXIa inh 1536: -2; Thrombin inh: 5; zVAD death inh: 0.9

Results for O=C(O)CSc1nc(-c2cccs2)cc(C(F)(F)F)n1 ?
Hck-Nef inh: 11; Rad51 HR inh: -9; TNF necrop inh: 0.5; Cl transport mod: -0.02; KLK5 inh: 5; FXIIa inh: 3; FXIa inh 1536: 0; zVAD death inh: 0.8

How did CCn1c(SCc2ccccc2Cl)nc2nc3c(cc2c1=O)CCCC3 do in these assays?
Hck-Nef inh: 3; Rad51 HR inh: 10; TNF necrop inh: -1.6; Cl transport mod: 1.1; KLK5 inh: -12; FXIIa inh: 10; FXIa inh 1536: 6; Thrombin inh: -16; zVAD death inh: -0.1

Results for COCCNc1ccc(-c2nn(C)c(=O)c3ccccc23)cc1[N+](=O)[O-] ?
Hck-Nef inh: 27; Rad51 HR inh: -7; TNF necrop inh: 0.5; Cl transport mod: -0.13; KLK5 inh: 1; FXIIa inh: 8; FXIa inh 1536: -1; Thrombin inh: -2; zVAD death inh: 0.1

What do the screens show for `Cc1ccc(NC(=O)COC(=O)CNC(=O)c2ccco2)cc1`?
Hck-Nef inh: -5; Rad51 HR inh: -4; TNF necrop inh: -1.2; Cl transport mod: -0.25; KLK5 inh: 4; FXIIa inh: 13; FXIa inh 1536: 0; Thrombin inh: 1; zVAD death inh: 2.4

How did CCOC(=O)c1c(C)oc2c1cc(O)c1ccccc12 do in these assays?
Hck-Nef inh: 0; Rad51 HR inh: 1; TNF necrop inh: -0.1; Cl transport mod: 0.52; KLK5 inh: 16; FXIIa inh: 13; FXIa inh 1536: 2; Thrombin inh: 1; zVAD death inh: 1.1

How did CC(=O)CCn1c(=O)n(CCC(C)=O)c(=O)n(CCC(C)=O)c1=O do in these assays?
Hck-Nef inh: 0; Rad51 HR inh: 11; TNF necrop inh: -0.8; Cl transport mod: 0.73; KLK5 inh: 2; FXIIa inh: 7; FXIa inh 1536: 3; Thrombin inh: 0; zVAD death inh: -0.2

What do the screens show for `O=C(CNC(=O)c1cccs1)NC1=NCCS1`?
Hck-Nef inh: 0; Rad51 HR inh: 3; TNF necrop inh: 0.0; Cl transport mod: 2.9*; KLK5 inh: 35; FXIIa inh: 8; FXIa inh 1536: 4; Thrombin inh: 2; zVAD death inh: 1.2

Results for O=C(CSc1nnc(CNC(=O)c2c(F)cccc2Cl)o1)Nc1ccccc1 ?
Hck-Nef inh: -1; TNF necrop inh: 1.6; Cl transport mod: 0.2; KLK5 inh: 0; FXIIa inh: 1; FXIa inh 1536: -5; Thrombin inh: -4; zVAD death inh: 0.0

Results for CCCC1CCC(=C(C#N)C(N)=O)CC1 (stereo not drawn) ?
Hck-Nef inh: 3; Rad51 HR inh: 7; TNF necrop inh: 1.7; Cl transport mod: 0.99; KLK5 inh: -17; FXIIa inh: 8; FXIa inh 1536: 8; Thrombin inh: 2; zVAD death inh: 0.9

What do the screens show for `CC(Cc1cccs1)NC(=O)Nc1ccc(Cl)cc1` (stereo not drawn)?
Hck-Nef inh: -2; TNF necrop inh: 1.1; Cl transport mod: 1.6; KLK5 inh: 6; FXIIa inh: 18; FXIa inh 1536: 4; Thrombin inh: 1; zVAD death inh: 14

Results for CC(C)(C)NC(=O)C(c1cccs1)N(CC1CCCO1)C(=O)Cn1nnc(-c2cccs2)n1 (stereo not drawn) ?
Hck-Nef inh: 0; Rad51 HR inh: 2; TNF necrop inh: -2.7; Cl transport mod: 0.17; KLK5 inh: -3; FXIIa inh: 28; FXIa inh 1536: 18; Thrombin inh: 6; zVAD death inh: -0.5

What do the screens show for `CCCCC(c1nnnn1CC1CCCO1)N1CCN(Cc2ccccc2)CC1` (stereo not drawn)?
Hck-Nef inh: -3; Rad51 HR inh: 0; TNF necrop inh: 1.5; Cl transport mod: -2.1; KLK5 inh: -6; FXIIa inh: 10; FXIa inh 1536: 3; Thrombin inh: 2; zVAD death inh: -0.8

How did CC(O)CNC(=S)Nc1ccccc1 (stereo not drawn) do in these assays?
Hck-Nef inh: 16; Rad51 HR inh: 9; TNF necrop inh: -0.4; Cl transport mod: -1.8; KLK5 inh: 7; FXIIa inh: 7; FXIa inh 1536: -1; Thrombin inh: 10; zVAD death inh: -0.8

How did CC(C)OCC(O)CN1CCNCC1 (stereo not drawn) do in these assays?
Hck-Nef inh: -1; Rad51 HR inh: -4; TNF necrop inh: -2.3; Cl transport mod: 0.28; KLK5 inh: -3; FXIIa inh: 13; FXIa inh 1536: 4; Thrombin inh: 1; zVAD death inh: -0.1

Results for CC(Oc1ccc2oc(-c3ccccc3)c(C(=O)O)c2c1)C(=O)O (stereo not drawn) ?
Hck-Nef inh: 1; Rad51 HR inh: -8; TNF necrop inh: -1.1; Cl transport mod: 0.3; KLK5 inh: -22; FXIIa inh: 14; FXIa inh 1536: -2; Thrombin inh: -3; zVAD death inh: 0.4

What do the screens show for `Cc1ccc(CSCC(=O)N/N=C/c2ccc(OCC(=O)Nc3ccc(C)cc3)cc2)cc1`?
Hck-Nef inh: 10; TNF necrop inh: 0.4; Cl transport mod: 0.043; KLK5 inh: -33; FXIIa inh: 11; FXIa inh 1536: 5; Thrombin inh: 1; zVAD death inh: 0.1

Results for Cc1oc(C(C)(C)C)cc1C(=O)Nc1cccc(/C=C/C(=O)O)c1 ?
Hck-Nef inh: 1; Rad51 HR inh: 0; TNF necrop inh: -3.5; Cl transport mod: -0.48; KLK5 inh: 6; FXIIa inh: 18; FXIa inh 1536: -4; Thrombin inh: -4; zVAD death inh: 0.3

What do the screens show for `O=C(CCNC(=O)Cn1ccc2ccccc2c1=O)NCc1ccc(F)cc1Cl`?
Hck-Nef inh: -23; Rad51 HR inh: 4; TNF necrop inh: 0.6; Cl transport mod: -1.6; KLK5 inh: 1; FXIIa inh: 5; FXIa inh 1536: -4; Thrombin inh: -4; zVAD death inh: 0.5

What do the screens show for `Cc1cc(NS(=O)(=O)c2ccc(NC(=O)Nc3cccc(Cl)c3)cc2)no1`?
Hck-Nef inh: 1; Rad51 HR inh: 6; TNF necrop inh: 0.5; KLK5 inh: -3; FXIIa inh: 21; FXIa inh 1536: 7; Thrombin inh: 5; zVAD death inh: 1.4

Results for O=S(=O)(c1cccc2nonc12)N1CCCCCC1 ?
Hck-Nef inh: 14; Rad51 HR inh: 9; TNF necrop inh: -0.6; FXIIa inh: 10; FXIa inh 1536: 8; Thrombin inh: 0; zVAD death inh: 0.1

How did COc1ccccc1C(=O)Nc1nc2cc3c(cc2s1)OCO3 do in these assays?
Hck-Nef inh: 16; TNF necrop inh: -1.7; Cl transport mod: -0.0025; KLK5 inh: 9; FXIIa inh: 3; FXIa inh 1536: 2; Thrombin inh: 1; zVAD death inh: 0.2

Results for O=C(CN1C(=O)c2ccccc2C1=O)NCCc1c[nH]c2ccc(Cl)cc12 ?
Hck-Nef inh: -1; Rad51 HR inh: 1; TNF necrop inh: 0.3; Cl transport mod: 0.092; KLK5 inh: -19; FXIIa inh: 2; FXIa inh 1536: -1; Thrombin inh: -3; zVAD death inh: 0.6

What do the screens show for `CC1(C)CC(=O)c2c(noc2-c2ccccc2)C1`?
Hck-Nef inh: 0; Rad51 HR inh: -4; TNF necrop inh: 0.2; KLK5 inh: 2; FXIIa inh: 16; FXIa inh 1536: 8; Thrombin inh: -2; zVAD death inh: 1.4

How did O=C1CC(C(F)(F)C(F)(F)C(F)(F)F)=Nc2ccccc2N1 do in these assays?
Hck-Nef inh: 2; Rad51 HR inh: 0; TNF necrop inh: 1.3; Cl transport mod: -0.78; KLK5 inh: -6; FXIIa inh: 38; FXIa inh 1536: 38; Thrombin inh: -2; zVAD death inh: 0.2

How did O=C1C2CCCN2C(=S)N1Cc1ccccc1 (stereo not drawn) do in these assays?
Hck-Nef inh: 18; Rad51 HR inh: 5; TNF necrop inh: 5.4; Cl transport mod: 1.4; KLK5 inh: -3; FXIIa inh: -1; FXIa inh 1536: -1; Thrombin inh: -7; zVAD death inh: 1.8

Results for CCn1c(CC(=O)Nc2ccc(C)cc2)nnc1SCC(=O)N1CCN(c2ccccc2)CC1 ?
Hck-Nef inh: -4; Rad51 HR inh: -3; TNF necrop inh: -1.8; Cl transport mod: -0.87; KLK5 inh: -18; FXIIa inh: 4; FXIa inh 1536: -5; Thrombin inh: -1; zVAD death inh: -0.1

How did CCc1ccc(N(C(C)=O)C2C=CS(=O)(=O)C2)cc1 (stereo not drawn) do in these assays?
Hck-Nef inh: -1; Rad51 HR inh: -1; TNF necrop inh: 2.1; Cl transport mod: -1.2; KLK5 inh: 1; FXIIa inh: 4; FXIa inh 1536: 7; Thrombin inh: -8; zVAD death inh: -0.2

How did O=C(NCCC1=CCCCC1)NC12CC3CC(CC(C3)C1)C2 do in these assays?
Hck-Nef inh: 0; Rad51 HR inh: 3; TNF necrop inh: -0.1; Cl transport mod: -0.026; KLK5 inh: -13; FXIIa inh: 9; FXIa inh 1536: 2; Thrombin inh: -2; zVAD death inh: 0.5

What do the screens show for `COCCSc1nnc(-c2cccc(C#N)c2)n1C`?
Hck-Nef inh: 0; Rad51 HR inh: -2; TNF necrop inh: 0.4; KLK5 inh: 4; FXIIa inh: 0; FXIa inh 1536: -2; Thrombin inh: -1; zVAD death inh: -0.2

How did COc1ccc(NC(=O)C(c2ccccc2)N(C)C(=O)c2cnccn2)cc1 (stereo not drawn) do in these assays?
Hck-Nef inh: 1; Rad51 HR inh: 2; TNF necrop inh: 1.8; Cl transport mod: 3.1; KLK5 inh: -19; FXIIa inh: 6; FXIa inh 1536: 19; Thrombin inh: -3; zVAD death inh: 3.2

Pulled by compound from the list above, three records:
Results for CC(Oc1ccc2oc(-c3ccccc3)c(C(=O)O)c2c1)C(=O)O (stereo not drawn) ?
Hck-Nef inh: 1; Rad51 HR inh: -8; TNF necrop inh: -1.1; Cl transport mod: 0.3; KLK5 inh: -22; FXIIa inh: 14; FXIa inh 1536: -2; Thrombin inh: -3; zVAD death inh: 0.4

What do the screens show for `Cc1ccc(NC(=O)COC(=O)CNC(=O)c2ccco2)cc1`?
Hck-Nef inh: -5; Rad51 HR inh: -4; TNF necrop inh: -1.2; Cl transport mod: -0.25; KLK5 inh: 4; FXIIa inh: 13; FXIa inh 1536: 0; Thrombin inh: 1; zVAD death inh: 2.4

How did CC(=O)CCn1c(=O)n(CCC(C)=O)c(=O)n(CCC(C)=O)c1=O do in these assays?
Hck-Nef inh: 0; Rad51 HR inh: 11; TNF necrop inh: -0.8; Cl transport mod: 0.73; KLK5 inh: 2; FXIIa inh: 7; FXIa inh 1536: 3; Thrombin inh: 0; zVAD death inh: -0.2

Screening results: PubChem BioAssay, several laboratories
